# Bioassay records from PubChem.
# ATXN viability – viability counter-screen for ATXN expression inhibitors. Potency, µM (titrated, usually from 56.7 µM), most hits filed as cytotoxic. S2 cells (HEK-293 line with an ATXN2-luciferase reporter) viability, CellTiter-Fluor protease fluorescence, 24 h. actives 0.49% (n = 400,000). AID 651635; also: potency is read from the fitted curve at half-maximal effect; nearly all actives have a fitted effect of over 40% in size
# IL1B secr inh – blocks inflammasome-driven IL-1 beta release. actives 4.7% (n = 360,000). THP-1 LPS/ATP IL-1B secretion, AlphaLISA, 16 h; active compounds read low. activity change, % at 57.5 µM. AID 743279; in the data active = activity change below about -50%; inconclusive = mostly about -30% to -49%; also: % is scaled to controls: 0 for no effect and ±100 for the full control effect
#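 Secreted IL-1B measured by AlphaLISA bead assay after 16 h compound exposure of THP-1 cells; compounds (final up to 57.5 uM) added 1 h before LPS (250 ng/mL) and ATP (1.25 mM) stimulation; lower signal means less secretion.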
# HepG2 viability – HepG2 cytotoxicity, counter-screen for TGF-b inhibitors | HepG2 CAGA-GFP viability, ATP luminescence, 18 h | Potency, µM (highest dose often 46.1 µM), inactives show top-dose activity change, negative = cytotoxicity, hits mostly cytotoxic | actives 0.76% (n = 410,000) | AID 588856; also: potency is read from the fitted curve at half-maximal effect; some results filed as inactive show a strong effect at the top dose
#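 HepG2 CAGA-GFP cells (1000/well, DMEM with 1% FBS) received compound, then TGF-beta at 500 pg/mL final, and were incubated 18 hours at 37 degrees C. Viability was read by CellTiter-Glo luminescence. Media-only wells were set as complete cell-killing and DMSO as no toxicity.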
# ATXN2 expr inh – reduces ATXN2 reporter expression in HEK-293 cells | HEK-293 ATXN2-luciferase reporter, luminescence, 24 h | Potency, µM (highest dose often 57 µM), inactives show at the top dose activity change, negative = inhibition, most hits filed as inhibitors | actives 0.72% (n = 360,000) | AID 1745845; also: potency is read from the fitted curve at half-maximal effect; % is scaled to controls: 0 for no effect and ±100 for the full control effect; nearly all actives have a fitted effect of over 55% in size
#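 qHTS (up to 57 uM final) was run with 24 h compound exposure of reporter cells at 37 °C. Each well was multiplexed: SteadyGlo luminescence measured ATXN2-luciferase expression after a fluorogenic Gly-Phe-AFC viability readout (25 uM final).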
# MCF10A rerep – inducers of DNA re-replication in MCF 10A breast cells. actives 2.9% (n = 350,000). MCF 10A DNA re-replication, Hoechst nuclear intensity, 48 h. AID 624296. Potency, µM (highest dose often 46.1 µM), for inactives: at the top dose activity, positive = re-replication, usual class: activators; also: potency is read from the fitted curve at half-maximal effect; % of control where 0% means no effect; nearly all actives have a fitted effect of over 50% in size
# KB-3-1 tox – kills parental KB-3-1 adenocarcinoma cells | KB-3-1 viability, CellTiter-Glo ATP luminescence, 72 h | Potency, µM (series often up to 46.1 µM), for the others: top-dose activity change, negative = cytotoxic, usual class: cytotoxic | actives 1.4% (n = 400,000); also: potency is read from the fitted curve at half-maximal effect; % is scaled to controls: 0 for no effect and ±100 for the full control effect; nearly all actives have a fitted effect of over 60% in size
#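 Parental KB-3-1 adenocarcinoma cells in phenol-red-free DMEM with 10% FBS were pin-treated with compounds at several concentrations, incubated 72 h at 37 °C, and viability read by CellTiter-Glo luminescence; concentration-effect curves were fitted after normalization.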
# HT1080 IDH1KD tx – kills HT-1080 cells with IDH1 knockdown | actives 2% (n = 360,000) | Potency, µM (highest dose often 46.1 µM), inactives show at the top dose activity, negative = toxicity, usual class: cytotoxic | AID 686971 | HT-1080 IDH1 knockdown viability, ATP luminescence, 48 h;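 also: potency is read from the fitted curve at half-maximal effect; 0% = DMSO wells and -100% = cell-free medium wells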
#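 After a 2 h attachment period, IDH1KD HT-1080 cells took pin-transferred compound for 48 h at 37 °C; ATP-based luminescence after 10 min room-temperature reagent incubation reported viability.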
# HT1080-NT tox – kills 2HG-producing HT-1080-NT fibrosarcoma cells; AID 686970; HT-1080-NT fibrosarcoma viability, CellTiter-Glo ATP luminescence, 48 h; Potency, µM (series often up to 46.1 µM), without a hit: top-dose activity, negative = less viability, actives largely listed as cytotoxic; actives 1.6% (n = 360,000);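 also: NT is the 2HG producing partner of a matched IDH1 knockdown line; potency is read from the fitted curve at half-maximal effect; 0% = DMSO-treated cells and -100% = media-only wells without cells; nearly all actives have a fitted effect of over 55% in size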
#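 Viability of the 2HG-overproducing fibrosarcoma line after 48 hours of compound exposure at 37 degrees C was determined by luminescence with CellTiter-Glo, and concentration-effect curves were then fitted and categorized.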
# SW480 rereplic – induces DNA re-replication in SW480 colon adenocarcinoma cells; SW480 DNA re-replication, Hoechst DNA content imaging, 48 h; actives 1.8% (n = 340,000); Potency, µM (series often up to 46.1 µM), for the others: at the highest dose re-replication activation, usual class: activators; also: potency is read from the fitted curve at half-maximal effect; % of control where 0% means no effect; nearly all actives have a fitted effect of over 55% in size
#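 Image-based DNA-content assay: after two days of treatment, nuclei were labelled with the DNA dye Hoechst and imaged, and hits were compounds raising the count of nuclei showing high fluorescence intensity.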
# Numbers without * were called inactive; i = inactive; ? = inconclusive; nt = no result given; [ ] = dose if it differs, or a comment. Unless noted, calls follow the shape of the dose curve; as a rule, active = well fitted curve in the direction sought with a large enough effect; inconclusive = small, poorly fitted or top-dose-only effect, or another doubt; inactive = no such curve, though single readings can be large; an effect the other way counts as inactive or inconclusive.
# Start of the data: the first 3 records as a preview:
no.	SMILES	MCF10A rerep	ATXN viability	HT1080-NT tox	IL1B secr inh	KB-3-1 tox	HT1080 IDH1KD tx	ATXN2 expr inh	HepG2 viability	SW480 rereplic
1	COc1ccccc1CNC(=O)c1ccc(SC)cc1OC	-10%	i	-20%	-27	8%	?	1%	-26%	23%
2	COc1ccccc1NC(=O)CSc1nnc(CCC(=O)Nc2ccccc2F)n1C	-1%	i	-1%	-13	1%	-1%	nt	-1%	-4%
3	CC(C)c1nc(CNC(=O)C2CCC(=O)N(CCc3ccc(Cl)cc3)C2)no1 (configuration not stated)	5%	i	0%	-12	nt	3%	0%	-4%	0%

# Results, repeating the preview:
no.	SMILES	MCF10A rerep	ATXN viability	HT1080-NT tox	IL1B secr inh	KB-3-1 tox	HT1080 IDH1KD tx	ATXN2 expr inh	HepG2 viability	SW480 rereplic
1	COc1ccccc1CNC(=O)c1ccc(SC)cc1OC	-10%	i	-20%	-27	8%	?	1%	-26%	23%
2	COc1ccccc1NC(=O)CSc1nnc(CCC(=O)Nc2ccccc2F)n1C	-1%	i	-1%	-13	1%	-1%	nt	-1%	-4%
3	CC(C)c1nc(CNC(=O)C2CCC(=O)N(CCc3ccc(Cl)cc3)C2)no1 (configuration not stated)	5%	i	0%	-12	nt	3%	0%	-4%	0%
4	Cc1ccc(S(=O)(=O)n2cc(-c3ccccc3)c(N)n2)cc1	0%	i	3%[9.24 µM]	-5	0%	?	-5%	10%	-2%
5	CCC(=O)Nc1ccc(NC(=O)CN2CCCC(C)C2)c(Cl)c1 (configuration not stated)	?	i	10%	?	0%	0%	9%	-41%	0%
6	CN(C)S(=O)(=O)c1cccc(NC(=O)c2ccncc2)c1	?	i	11%	6	1%	23%	7%	-4%	2%
7	N#C/C(=C\c1cccs1)c1nc2ccccc2[nH]1	?	i	?	20	-12%	?	39%[activator]	-16%	0%
8	Oc1ccc(CN2CCCc3ccccc32)c2cccnc12	20%	?	-28%	34	23µM*	?	-15%	-27%	11%
9	COc1ccc2c(c1)CC/C(=C\C=C\c1ccccc1)C2=O	26%	i	20%	-7	4%	24%	14%	-2%	19%
10	Nc1nonc1C(=O)NCCNc1ncccc1[N+](=O)[O-]	-8%	i	28%	-1	1%	25%	-12%	0%	-13%
11	CC(=O)c1sc(N/N=C/c2cccc(O)c2)nc1C	12%	i	-14%	43	-16%	-19%	56%[activator]	-10%	-9%
12	C[C@H](CO)N1C[C@H](C)[C@@H](CN(C)Cc2cncnc2)Oc2cc(Br)ccc2S1(=O)=O	nt	i	1%	-22	28%	0%	-1%	-65%	nt
13	Cc1cc(C)n(-c2ccc(NC(=O)C3CCN(Cc4cnc(C)s4)CC3)cc2)n1	?	i	1%	-4	-3%	11%	-18%	-1%	10%
14	O=C1CCc2cc(S(=O)(=O)NC(C(=O)Nc3cccc(F)c3)c3ccccc3)ccc2N1 (configuration not stated)	nt	i	nt	nt	0%	nt	27%	-26%	nt
15	CN(C)S(=O)(=O)c1ccc(C(=O)NCc2nnc(SCC(=O)Nc3ccc(F)cc3)n2-c2ccc(F)cc2)cc1	1%	i	15%	-11	12%	-1%	5%	1%	-2%
16	CC(=O)Nc1ccc(Cl)c(-c2nc3ncccc3o2)c1	3%	i	1%	-10	7%	5%	6%	-6%	-10%
17	Cc1ccccc1NC(=O)c1ocnc1C	1%	i	-5%	-1	3%	3%	1%	9%	-4%
18	COc1ccc(NC(=O)c2ccccc2CC[N+](=O)[O-])cc1	-15%	i	0%	6	-5%	-4%	-8%[11.3 µM]	17%	-3%
19	O=C(NCc1ccccc1)N1CCOCC1	-3%	i	6%	-6	0%	-1%	21%	-15%	-6%
20	Cc1cccc2c(=O)cc(CSc3ccccc3NC(=O)c3cccc(F)c3)[nH]c12	nt	i	nt	nt	-14%	nt	7%	-12%	nt
21	CCCOc1ccc(Cc2c(COCC)[nH]c(=S)[nH]c2=O)cc1	-2%	i	0%	32	5%	1%	-1%[11.3 µM]	2%	0%
22	COC(=O)CN(c1cc(C(F)(F)F)ccc1Cl)S(C)(=O)=O	15%	i	8%	1	6%	8%	-3%	-10%	-7%
23	CC1(C)NC(=O)N(CC(=O)N2CCN(c3ccc([N+](=O)[O-])cc3)CC2)C1=O	1%	i	-3%	9	2%	-1%	-9%	-15%	-15%
24	CCOC(=O)c1c(C)[nH]c(C)c1C(=O)COC(=O)c1c(OC)cccc1OC	8%	i	-6%	7	2%	-3%	nt	-11%	-8%
25	CCOc1ccc(CN2CCN(Cc3ccsc3)C(CCO)C2)cc1CO (configuration not stated)	10%	i	1%	1	-1%	-2%	2%	-1%	5%
26	CCc1c(C)nc2ncnn2c1N1CCCC(C(=O)NCc2ccco2)C1 (configuration not stated)	1%	i	1%	7	?	5%	-8%	-3%	-12%
27	COC(=O)c1cnc(N2CCN(c3ccccc3F)CC2)c2ccccc12	nt	i	nt	nt	-26%	nt	-5%	-2%	nt
28	Cc1cccc(C(=O)NCc2nnc(SCC(=O)NC(C)c3ccccc3)n2C)c1 (configuration not stated)	-4%	i	0%	27	-3%	3%	4%	-10%	18µM*
29	N#Cc1ccc(-c2cccnc2)nc1SCc1ccc(Cl)cc1Cl	-5%	?	19%	-4	-7%	5%	-32%	-43%	-2%[9.22 µM]
30	C/C(=C\C(=O)O)C(=O)Nc1nccs1	-1%	i	-2%	6	0%	8%	6%	10%	1%
31	Cc1ccc2oc(C(=O)N3CCC(N4CCSCC4)CC3)c(C)c2c1	?	i	-1%	13	6%	2%	17%	-20%	-17%
32	COc1ccc2sc(N(CCCN(C)C)C(=O)c3ccc(S(=O)(=O)N(C)C4CCCCC4)cc3)nc2c1	?	?	-4%	-72*	-18%	-1%	-25%	-28%	-3%
33	CC1CCN(CC(=O)NCCc2ccc(F)cc2)CC1	0%	i	18%	3	-6%	20%	-23%	9%	-6%
34	CCc1nc(Nc2ccc(O)cc2)c2oc3ccccc3c2n1	-4%	i	?	-89*	-18%	?	-22%	-18%	-3%
35	CCCC(=O)Nc1cccn(Cc2ccccc2Br)c1=O	16%	i	-6%	1	-1%	-2%	1%	-4%	-1%
36	Cc1ccc(OCCN(C)C)c([N+](=O)[O-])c1	14%	i	-2%	0	-8%	-1%	8%	6%	-5%
37	CCN(CC)c1nc2nonc2nc1N(CC)CC	-1%	i	20%	0	17%	21%	15%	-6%	0%
38	Clc1ccc(Cl)c2sc(N3CCOCC3)nc12	3%	?	6%	24	7%	0%	21%	-6%	-1%
39	Cc1cc(NC(=O)CSc2nnc(-c3ccccc3)o2)no1	-1%	i	-9%	-11	-1%	-18%	2%	-15%	-6%
40	COc1ccc(Nc2nc(N3CCOCC3)nc(N3CCOCC3)n2)cc1	6%	i	-5%	-10	-7%	-4%	nt	-9%	-7%
41	O=C(CSC1=Nc2ccccc2C2=NC(Cc3ccccc3)C(=O)N12)Nc1ccccc1C(F)(F)F (configuration not stated)	nt	?	nt	nt	0%	nt	1%	-4%	nt
42	CCN(CC)C(=O)CN(c1cccc(Br)c1)S(C)(=O)=O	5%	i	1%	-2	-17%	-4%	-11%	3%	4%
43	O=C(NCc1ccc(F)cc1)c1ccc(CS(=O)(=O)c2ccc(Br)cc2)o1	?	nt	-6%	?	0%	-21%	nt	-2%	-12%
44	CN(C)S(=O)(=O)c1cccc(NC(=O)COC(=O)c2ccc3ccccc3n2)c1	1%	i	-6%	26	3%	-3%	9%	-3%	-3%
45	COc1ccc(C)cc1NC(=O)COC(=O)c1c(C)noc1C	1%	i	7%	-15	-1%	14%	-7%	4%	-8%
46	CCNC(=O)c1ccc(C23CC4CC(CC(C4)C2)C3)o1	?	i	9%	14	-12%	8%	3%	-9%	?
47	CSc1ncccc1C(=O)OCC(=O)c1ccc(S(=O)(=O)N2CCCCC2)cc1	4%	i	-3%	-14	1%	-5%	24%	6%	-4%

# Profiles from above. Screens in order: MCF10A rerep	ATXN viability	HT1080-NT tox	IL1B secr inh	KB-3-1 tox	HT1080 IDH1KD tx	ATXN2 expr inh	HepG2 viability	SW480 rereplic
# `CCNC(=O)c1ccc(C23CC4CC(CC(C4)C2)C3)o1` across the screens: ?	i	9%	14	-12%	8%	3%	-9%	?
# `Cc1ccc2oc(C(=O)N3CCC(N4CCSCC4)CC3)c(C)c2c1` across the screens: ?	i	-1%	13	6%	2%	17%	-20%	-17%
# `CCc1c(C)nc2ncnn2c1N1CCCC(C(=O)NCc2ccco2)C1` (configuration not stated) across the screens: 1%	i	1%	7	?	5%	-8%	-3%	-12%

# Records 26–30, reprinted for reference:
no.	SMILES	MCF10A rerep	ATXN viability	HT1080-NT tox	IL1B secr inh	KB-3-1 tox	HT1080 IDH1KD tx	ATXN2 expr inh	HepG2 viability	SW480 rereplic
26	CCc1c(C)nc2ncnn2c1N1CCCC(C(=O)NCc2ccco2)C1 (configuration not stated)	1%	i	1%	7	?	5%	-8%	-3%	-12%
27	COC(=O)c1cnc(N2CCN(c3ccccc3F)CC2)c2ccccc12	nt	i	nt	nt	-26%	nt	-5%	-2%	nt
28	Cc1cccc(C(=O)NCc2nnc(SCC(=O)NC(C)c3ccccc3)n2C)c1 (configuration not stated)	-4%	i	0%	27	-3%	3%	4%	-10%	18µM*
29	N#Cc1ccc(-c2cccnc2)nc1SCc1ccc(Cl)cc1Cl	-5%	?	19%	-4	-7%	5%	-32%	-43%	-2%[9.22 µM]
30	C/C(=C\C(=O)O)C(=O)Nc1nccs1	-1%	i	-2%	6	0%	8%	6%	10%	1%
